BLM inh – inhibitors of human Bloom syndrome helicase BLM; P54132; recombinant BLM DNA unwinding, fluorescence dequenching; Potency, µM (series often up to 56.1 µM), inactives show at the highest dose activity change, negative = inhibition, hits mostly inhibitors; 350,000 tested, 0.2% active;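 further: plate controls were vehicle for no effect and no enzyme for full effect; nearly all actives have a fitted effect of over 35% in size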
Target sequence (P54132 whole entry, looked up): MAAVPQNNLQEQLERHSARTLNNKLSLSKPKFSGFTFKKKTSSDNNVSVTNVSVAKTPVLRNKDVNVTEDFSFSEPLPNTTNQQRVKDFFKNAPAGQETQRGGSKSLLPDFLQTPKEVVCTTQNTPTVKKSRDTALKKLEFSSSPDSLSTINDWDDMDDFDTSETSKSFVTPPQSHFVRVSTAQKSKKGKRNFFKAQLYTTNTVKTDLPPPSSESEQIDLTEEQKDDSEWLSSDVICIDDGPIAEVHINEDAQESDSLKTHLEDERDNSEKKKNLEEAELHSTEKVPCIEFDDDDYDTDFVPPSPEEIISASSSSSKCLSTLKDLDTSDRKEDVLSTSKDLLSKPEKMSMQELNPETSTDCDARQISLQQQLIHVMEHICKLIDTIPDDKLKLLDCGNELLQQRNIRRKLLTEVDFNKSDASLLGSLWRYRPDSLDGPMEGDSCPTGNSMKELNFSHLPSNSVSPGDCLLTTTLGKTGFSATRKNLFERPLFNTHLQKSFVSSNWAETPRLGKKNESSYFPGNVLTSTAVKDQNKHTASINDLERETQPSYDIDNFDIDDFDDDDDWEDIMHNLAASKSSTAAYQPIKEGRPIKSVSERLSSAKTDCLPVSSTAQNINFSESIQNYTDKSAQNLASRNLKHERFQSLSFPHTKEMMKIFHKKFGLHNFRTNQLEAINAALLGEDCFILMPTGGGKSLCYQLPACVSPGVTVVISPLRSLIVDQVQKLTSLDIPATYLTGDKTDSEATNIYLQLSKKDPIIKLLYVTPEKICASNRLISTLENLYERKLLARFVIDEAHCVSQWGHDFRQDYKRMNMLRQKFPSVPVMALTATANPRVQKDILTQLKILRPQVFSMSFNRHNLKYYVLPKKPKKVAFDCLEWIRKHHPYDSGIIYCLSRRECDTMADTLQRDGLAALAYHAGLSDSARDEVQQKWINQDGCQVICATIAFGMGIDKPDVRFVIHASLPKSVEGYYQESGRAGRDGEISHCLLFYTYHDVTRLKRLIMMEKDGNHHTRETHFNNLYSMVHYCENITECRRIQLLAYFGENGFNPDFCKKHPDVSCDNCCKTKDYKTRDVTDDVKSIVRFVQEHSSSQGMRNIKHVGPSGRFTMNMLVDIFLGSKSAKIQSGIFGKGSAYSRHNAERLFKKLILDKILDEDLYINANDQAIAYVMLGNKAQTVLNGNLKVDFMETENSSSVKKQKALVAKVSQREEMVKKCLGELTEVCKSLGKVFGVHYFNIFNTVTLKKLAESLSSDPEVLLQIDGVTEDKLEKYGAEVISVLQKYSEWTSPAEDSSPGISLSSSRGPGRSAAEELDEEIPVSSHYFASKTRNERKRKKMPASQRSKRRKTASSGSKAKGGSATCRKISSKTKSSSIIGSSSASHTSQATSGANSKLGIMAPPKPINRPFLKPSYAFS
G9a inh – blocks human histone lysine methyltransferase G9a. G9a H3K9 monomethylation, AlphaScreen, 2 h. Potency, µM (highest dose often 102 µM), without a hit: at the highest dose activity, negative = inhibition, actives largely listed as inhibitors. 350,000 tested, 8.8% active. AID 504332; further: on the % scale 0 is the no-effect control and ±100 the full control effect; nearly all actives have a fitted effect of over 75% in size
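Chemiluminescent proximity detection of H3K9 monomethylation, read after 10 min bead incubation in the dark. Reaction: 20 nM G9a, 500 nM biotin-H3K9 peptide, 20 uM SAM cofactor, 2 h, room temperature, following 15 min enzyme-compound preincubation.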
JMJD2A Tudor inh – inhibitors of human JMJD2A Tudor domain. O75164. AlphaScreen JMJD2A-Tudor / H3K4me3 peptide binding. Potency, µM (highest dose often 114 µM), inactives show at the highest dose activity change, negative = inhibition, usual class: inhibitors. 390,000 tested, 4.4% active; further: on the % scale 0 is the no-effect control and ±100 the full control effect; nearly all actives have a fitted effect of over 50% in size
Pol iota inh – inhibitors of human DNA polymerase iota | Q9UNA4 | Pol iota fluorescent replication assay, 10 min | Potency, µM (doses to about 115 µM), for inactives: at the highest dose activity, negative = inhibition, usual class: inhibitors | 390,000 tested, 1% active
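Fluorescent replication assay read twice, at 0 min and 10 min after adding 50 nM (final) substrate. Enzyme (10 nM) and compounds were first incubated 15 min at room temperature; enzyme-free buffer wells were negative controls.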
Pol kappa inh – inhibitors of human DNA polymerase kappa. Potency, µM (highest dose often 107 µM), inactives show top-dose activity, negative = inhibition, most hits filed as inhibitors. Q9UBT6. AID 588579. purified Pol kappa, fluorescent DNA synthesis assay, 10 min. 400,000 tested, 0.53% active; further: on the % scale 0 is the no-effect control and ±100 the full control effect
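Fluorescent qHTS in 1536-well format: enzyme (10 nM) and compound sat 15 min at room temperature before 50 nM substrate (final) was added. Signal taken at 0 and 10 min; no-enzyme buffer wells were negative controls.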
Active calls of the source: *; ? = inconclusive; . = not tested or not shown; [ ] = remark or other dose. The call rests on the fitted dose curve; in most records, active means well fitted curve in the direction sought with a large enough effect; inconclusive means small, poorly fitted or top-dose-only effect, or another doubt; inactive means no such curve, though single readings can be large; an effect the other way counts as inactive or inconclusive. Potency means the concentration at half of the fitted maximal effect. Some of the compounds tested; count on the stated rates, not on these rows.

The opening 14 compounds (preview)
entry | structure | BLM inh | G9a inh | JMJD2A Tudor inh
1 | CCCCCCCCCC[N+](C)(C)CCCCCCCCCC | 39%[activator] | 7%[59 µM] | .
2 | Oc1cccc[c]1[Hg][Cl] | 2% | ? | .
3 | C[C@H](N)[C@@H](O)c1ccccc1 | 4%[21.4 µM] | 28%[21.5 µM] | .
4 | C[C@H](N)Cc1ccccc1 | -5% | -36%[12.7 µM] | .
5 | Nc1nc(/C(=C/CC(=O)O)C(=O)NC2C(=O)N3C(C(=O)O)=CCSC23)cs1 (configuration not stated) | -6% | -10%[2.33 µM] | .
6 | CC(=O)OCC1=C(C(=O)O)N2C(=O)[C@@H](N)[C@@H]2SC1 | 5%[21.4 µM] | 0%[5.15 µM] | .
7 | O=C(NC(O)C(Cl)(Cl)Cl)NC(O)C(Cl)(Cl)Cl (configuration not stated) | 2% | 2%[12.7 µM] | .
8 | Cc1c(Cl)c(=O)oc2cc(OP(=O)(OCCCl)OCCCl)ccc12 | 2% | 33%[59 µM] | .
9 | O=C(NC(=O)c1c(F)cccc1F)Nc1ccc(Cl)c(Oc2ncc(C(F)(F)F)cc2Cl)c1 | -1% | -2%[12.7 µM] | .
10 | CC[C@]1(c2cccc(O)c2)CCCCN(C)C1 | 3%[21.4 µM] | 20%[21.5 µM] | .
11 | C[C@]12CC[C@H]3[C@@H](CC=C4C[C@@H](O)CC[C@@]43C)[C@@H]1CC[C@@H]2O | -3% | -37%[12.7 µM] | .
12 | c1cc2c(c(NC3=NCCN3)c1)CCCC2 | -9% | 19%[59 µM] | .
13 | Cc1ccc2c(c1)[C@@H]1CN(C)CC[C@H]1N2 | -10% | 3%[12.7 µM] | .
14 | CC1(C)[C@@H](C=C(Cl)Cl)[C@@H]1C(=O)OCc1c(F)c(F)cc(F)c1F | 0% | 44%[12.7 µM] | .

entry | Pol iota inh | Pol kappa inh
1 | . | -21%[60.1 µM]
2 | . | 1%[19.4 µM]
3 | . | -12%[12 µM]
4 | . | 4%[19.4 µM]
5 | . | ?
6 | . | -14%[12 µM]
7 | . | -8%[19.4 µM]
8 | . | -7%[60.1 µM]
9 | . | -2%[19.4 µM]
10 | . | -1%[12 µM]
11 | . | 6%[19.4 µM]
12 | . | -2%[60.1 µM]
13 | . | -1%[19.4 µM]
14 | . | 3%[19.4 µM]

This part in full, previewed entries included:
entry | structure | BLM inh | G9a inh | JMJD2A Tudor inh
1 | CCCCCCCCCC[N+](C)(C)CCCCCCCCCC | 39%[activator] | 7%[59 µM] | .
2 | Oc1cccc[c]1[Hg][Cl] | 2% | ? | .
3 | C[C@H](N)[C@@H](O)c1ccccc1 | 4%[21.4 µM] | 28%[21.5 µM] | .
4 | C[C@H](N)Cc1ccccc1 | -5% | -36%[12.7 µM] | .
5 | Nc1nc(/C(=C/CC(=O)O)C(=O)NC2C(=O)N3C(C(=O)O)=CCSC23)cs1 (configuration not stated) | -6% | -10%[2.33 µM] | .
6 | CC(=O)OCC1=C(C(=O)O)N2C(=O)[C@@H](N)[C@@H]2SC1 | 5%[21.4 µM] | 0%[5.15 µM] | .
7 | O=C(NC(O)C(Cl)(Cl)Cl)NC(O)C(Cl)(Cl)Cl (configuration not stated) | 2% | 2%[12.7 µM] | .
8 | Cc1c(Cl)c(=O)oc2cc(OP(=O)(OCCCl)OCCCl)ccc12 | 2% | 33%[59 µM] | .
9 | O=C(NC(=O)c1c(F)cccc1F)Nc1ccc(Cl)c(Oc2ncc(C(F)(F)F)cc2Cl)c1 | -1% | -2%[12.7 µM] | .
10 | CC[C@]1(c2cccc(O)c2)CCCCN(C)C1 | 3%[21.4 µM] | 20%[21.5 µM] | .
11 | C[C@]12CC[C@H]3[C@@H](CC=C4C[C@@H](O)CC[C@@]43C)[C@@H]1CC[C@@H]2O | -3% | -37%[12.7 µM] | .
12 | c1cc2c(c(NC3=NCCN3)c1)CCCC2 | -9% | 19%[59 µM] | .
13 | Cc1ccc2c(c1)[C@@H]1CN(C)CC[C@H]1N2 | -10% | 3%[12.7 µM] | .
14 | CC1(C)[C@@H](C=C(Cl)Cl)[C@@H]1C(=O)OCc1c(F)c(F)cc(F)c1F | 0% | 44%[12.7 µM] | .
15 | Clc1ccc2c(c1)C(c1ccccc1)=NCc1nncn1-2 | 0% | -29%[12.7 µM] | .

entry | Pol iota inh | Pol kappa inh
1 | . | -21%[60.1 µM]
2 | . | 1%[19.4 µM]
3 | . | -12%[12 µM]
4 | . | 4%[19.4 µM]
5 | . | ?
6 | . | -14%[12 µM]
7 | . | -8%[19.4 µM]
8 | . | -7%[60.1 µM]
9 | . | -2%[19.4 µM]
10 | . | -1%[12 µM]
11 | . | 6%[19.4 µM]
12 | . | -2%[60.1 µM]
13 | . | -1%[19.4 µM]
14 | . | 3%[19.4 µM]
15 | . | 4%[19.4 µM]

(further entries)
entry | structure | BLM inh | G9a inh | JMJD2A Tudor inh
16 | Nc1nc(N)nc(NC2CC2)n1 | -4% | 5%[12.7 µM] | .
17 | C[C@@H]1CC[C@H]2[C@@H](C)C(=O)O[C@@H]3OC4(C)CC[C@@H]1C32OO4 (some centres not stated) | 6% | 12%[12.7 µM] | .
18 | Cc1ncc(C[n+]2csc(CCOP(=O)(O)O)c2C)c(N)n1 | 4% | ? | .
19 | C#CCOC(C(=O)OCCN(C)C)(c1ccccc1)c1ccccc1 | -2% | -27%[12.7 µM] | .
20 | O=[As]O[As]=O (configuration not stated) | 3% | 26%[59 µM] | .
21 | O=c1ccc2cc(O[C@H]3O[C@@H](CO)[C@@H](O)[C@@H](O)[C@@H]3O)c(O)cc2o1 | -3%[21.4 µM] | 24%[21.5 µM] | .
22 | CNC(C)C(O)c1ccc(O)cc1 (configuration not stated) | -3% | ? | .
23 | O[C@H]1[C@H]2[C@H](O)CCCN2C[C@H]1O | 0% | 1%[12.7 µM] | .
24 | O=C(CN1CCOCC1)c1ccc2ccccc2c1 | . | . | .
25 | COc1cc(/C=C/c2ccc3ccccc3[n+]2C)cc(OC)c1OC | . | . | .
26 | O=C(Nc1cc[c]([Sb](=[O])([OH])[OH])cc1)c1ccccc1 | . | . | .
27 | COc1ccc(C(=O)CN2CCOCC2)cc1 | . | . | .
28 | O=C(O)c1[nH]n(-c2ccc(S(=O)(=O)O)cc2)c(=O)c1N=Nc1ccc(S(=O)(=O)O)cc1 | . | . | .
29 | ClCCN(CCCl)/C(=C\c1ccccc1)c1ccnc2ccccc12 | . | . | .
30 | C=C1C=C(C(F)F)n2ncc(C(=O)NCc3ccccc3F)c2N1 | . | . | .

entry | Pol iota inh | Pol kappa inh
16 | . | -7%[19.4 µM]
17 | . | -5%[19.4 µM]
18 | . | -12%[19.4 µM]
19 | . | -1%[19.4 µM]
20 | . | 4%[60.1 µM]
21 | . | -2%[19.4 µM]
22 | . | 0%[19.4 µM]
23 | . | -4%[19.4 µM]
24 | 9% | -2%
25 | 77%[activator] | -5%
26 | ? | 6.3µM*
27 | -6% | -9%
28 | ? | -30%
29 | 17% | 5%
30 | -7% | -30%

Other records:
entry | structure | BLM inh | G9a inh | JMJD2A Tudor inh
31 | Cc1ccc(-c2nc3c(=O)n(C)c(=O)nc-3n(C)n2)cc1 | . | . | 10%[57.1 µM]
32 | COc1cc(C2c3cc4c(c(O)c3CC3COC(=O)C32)OCO4)cc(OC)c1O (configuration not stated) | . | . | -16%
33 | COc1cc([C@@H]2c3cc4c(cc3[C@H](O)[C@H]3COC(=O)[C@@H]23)OCO4)cc(OC)c1OC | . | . | -18%
34 | CCOC(=O)CCCc1cc[c]([Sb](=[O])([OH])[OH])cc1 | . | . | 0.71µM*

entry | Pol iota inh | Pol kappa inh
31 | -123% | -22%
32 | ? | -15%
33 | ? | 9%
34 | 1µM* | 0.71µM*

From PubChem BioAssay
